High-throughput results: PubChem, University of Kansas High Throughput Screening Laboratory
Pf apPOL block: Pf-apPOL DNA polymerase inhibition; 0.25% of 210,000 active; Recombinant Pf-apPOL, molecular beacon fluorescence, 1.5 h; inhibition, % at 10 µM
mHTT-CaM PPI inh: inhibitors of human mutant huntingtin-calmodulin interaction | P42858 | AlphaScreen His-mHTT/GST-CaM binding, luminescence | inhibition, % at 15 µM | 3.6% of 190,000 active | AID 1671202;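 note: 0% = both proteins with DMSO and 100% = one protein alone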
Target sequence (P42858 whole entry, looked up, stated change not applied): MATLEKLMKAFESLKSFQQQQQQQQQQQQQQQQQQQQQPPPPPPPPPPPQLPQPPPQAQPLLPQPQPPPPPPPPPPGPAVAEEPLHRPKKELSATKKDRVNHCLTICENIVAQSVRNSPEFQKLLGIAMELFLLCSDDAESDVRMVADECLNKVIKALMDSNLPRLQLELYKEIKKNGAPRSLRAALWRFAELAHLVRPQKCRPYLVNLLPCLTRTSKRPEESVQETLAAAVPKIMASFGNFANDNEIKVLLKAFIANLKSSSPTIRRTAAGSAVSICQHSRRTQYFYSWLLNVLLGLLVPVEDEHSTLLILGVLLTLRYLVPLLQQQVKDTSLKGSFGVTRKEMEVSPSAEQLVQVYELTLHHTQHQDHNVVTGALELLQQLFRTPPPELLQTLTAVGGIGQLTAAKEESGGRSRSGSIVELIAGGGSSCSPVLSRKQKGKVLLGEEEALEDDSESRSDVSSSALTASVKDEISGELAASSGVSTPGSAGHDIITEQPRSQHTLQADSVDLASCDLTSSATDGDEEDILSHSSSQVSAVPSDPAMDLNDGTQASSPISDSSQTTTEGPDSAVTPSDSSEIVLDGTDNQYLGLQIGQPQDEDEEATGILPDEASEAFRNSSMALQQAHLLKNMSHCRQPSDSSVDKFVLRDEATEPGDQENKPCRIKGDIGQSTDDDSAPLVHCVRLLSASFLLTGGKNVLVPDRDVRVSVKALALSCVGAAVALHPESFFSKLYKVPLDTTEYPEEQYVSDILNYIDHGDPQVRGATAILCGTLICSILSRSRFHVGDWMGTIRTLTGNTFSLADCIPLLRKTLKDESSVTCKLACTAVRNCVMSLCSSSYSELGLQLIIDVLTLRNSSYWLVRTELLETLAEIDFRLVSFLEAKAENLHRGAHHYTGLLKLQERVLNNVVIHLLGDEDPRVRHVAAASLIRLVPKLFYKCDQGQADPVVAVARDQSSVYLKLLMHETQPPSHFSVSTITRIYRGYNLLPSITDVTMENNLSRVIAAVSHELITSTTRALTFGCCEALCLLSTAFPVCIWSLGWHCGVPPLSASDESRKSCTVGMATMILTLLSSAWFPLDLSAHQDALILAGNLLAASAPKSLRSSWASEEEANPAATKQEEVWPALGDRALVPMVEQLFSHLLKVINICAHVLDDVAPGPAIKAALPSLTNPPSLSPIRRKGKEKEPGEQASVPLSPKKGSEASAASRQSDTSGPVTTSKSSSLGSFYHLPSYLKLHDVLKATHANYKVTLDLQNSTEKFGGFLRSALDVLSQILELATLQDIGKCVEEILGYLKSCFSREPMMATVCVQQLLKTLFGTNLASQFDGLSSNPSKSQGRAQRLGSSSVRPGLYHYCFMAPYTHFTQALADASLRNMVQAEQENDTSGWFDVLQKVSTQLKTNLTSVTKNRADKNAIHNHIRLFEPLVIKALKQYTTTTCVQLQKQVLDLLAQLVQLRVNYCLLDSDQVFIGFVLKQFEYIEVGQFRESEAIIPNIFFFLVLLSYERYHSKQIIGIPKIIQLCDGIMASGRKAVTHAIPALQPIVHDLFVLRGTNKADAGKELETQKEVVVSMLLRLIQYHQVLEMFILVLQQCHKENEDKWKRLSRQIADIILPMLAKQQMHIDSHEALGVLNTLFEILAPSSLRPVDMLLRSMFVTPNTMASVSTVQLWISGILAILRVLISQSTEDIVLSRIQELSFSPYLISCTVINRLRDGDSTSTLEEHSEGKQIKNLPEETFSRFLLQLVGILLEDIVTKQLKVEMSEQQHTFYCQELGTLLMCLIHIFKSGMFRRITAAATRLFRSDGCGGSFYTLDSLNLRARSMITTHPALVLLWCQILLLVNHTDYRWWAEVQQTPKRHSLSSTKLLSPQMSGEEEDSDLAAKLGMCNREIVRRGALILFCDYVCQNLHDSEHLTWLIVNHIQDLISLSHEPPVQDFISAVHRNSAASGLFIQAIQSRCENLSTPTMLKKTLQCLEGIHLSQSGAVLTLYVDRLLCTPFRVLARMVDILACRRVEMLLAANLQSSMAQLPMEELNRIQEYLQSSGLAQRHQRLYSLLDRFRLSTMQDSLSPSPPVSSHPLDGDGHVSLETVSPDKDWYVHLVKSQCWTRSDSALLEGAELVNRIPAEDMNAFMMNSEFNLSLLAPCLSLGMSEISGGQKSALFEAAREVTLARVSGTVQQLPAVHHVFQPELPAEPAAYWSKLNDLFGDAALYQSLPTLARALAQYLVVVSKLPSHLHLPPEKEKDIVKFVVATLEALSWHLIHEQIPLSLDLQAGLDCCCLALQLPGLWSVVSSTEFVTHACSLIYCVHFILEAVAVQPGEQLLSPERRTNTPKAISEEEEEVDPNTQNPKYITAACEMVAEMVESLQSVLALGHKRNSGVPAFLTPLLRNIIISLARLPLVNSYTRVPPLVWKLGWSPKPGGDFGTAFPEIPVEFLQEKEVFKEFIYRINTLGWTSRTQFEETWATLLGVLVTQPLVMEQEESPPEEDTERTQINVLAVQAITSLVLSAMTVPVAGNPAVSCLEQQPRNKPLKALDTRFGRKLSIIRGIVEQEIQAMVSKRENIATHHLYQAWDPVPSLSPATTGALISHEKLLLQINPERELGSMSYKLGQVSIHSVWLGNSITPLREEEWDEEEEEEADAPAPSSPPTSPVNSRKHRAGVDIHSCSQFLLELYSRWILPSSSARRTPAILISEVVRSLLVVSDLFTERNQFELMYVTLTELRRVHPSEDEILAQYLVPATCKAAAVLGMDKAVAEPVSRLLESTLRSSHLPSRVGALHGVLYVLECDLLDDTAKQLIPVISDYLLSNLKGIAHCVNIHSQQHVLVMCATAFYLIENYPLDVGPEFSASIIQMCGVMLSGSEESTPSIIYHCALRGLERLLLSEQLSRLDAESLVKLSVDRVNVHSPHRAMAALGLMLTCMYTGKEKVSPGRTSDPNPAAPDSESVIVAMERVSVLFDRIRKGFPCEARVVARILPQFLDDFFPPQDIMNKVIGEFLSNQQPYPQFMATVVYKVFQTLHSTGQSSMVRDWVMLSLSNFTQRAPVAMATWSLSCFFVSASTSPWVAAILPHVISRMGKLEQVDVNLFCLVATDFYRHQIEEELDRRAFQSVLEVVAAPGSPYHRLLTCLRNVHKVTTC
The depositor's hits bear a star; i = inactive; . = not tested or not shown; & = joins results of further samples. Cut-off read from the data, not from the text of the source: active = inhibition above about 50%; inactive = the rest. These rows are one share of the data. The share of hits here may be higher or lower than overall.

SMILES | Pf apPOL block | mHTT-CaM PPI inh
COc1ccc(NC(=O)C2(C)Oc3cccnc3N(C)C2=O)c(OC)c1 (stereo unspecified) | -1 | 7
O=C(c1cc2n(n1)C(C(F)(F)F)CC(c1ccc(Br)cc1)N2)N1CCCCC1 (stereo unspecified) | 2 | 10
Cc1ccc(N2CCN(C(C)C(=O)NCc3ccccn3)CC2)cc1 (stereo unspecified) | -4 | 11
CCCOc1ccc(C(O)=C2C(=O)C(=O)N(CCCN(C)C)C2c2cccs2)cc1 (stereo unspecified) | -19 | 7
COc1ccc([N+](=O)[O-])cc1C1Oc2nc(SC)nnc2-c2ccccc2N1C(C)=O (stereo unspecified) | -2 | -5
CC(=O)Nc1cccc(C(=O)N2CC(C)C(c3nc(-c4ccccc4)no3)C2)c1 (stereo unspecified) | 0 | 26
COCCN=C1Nc2ccccc2NC12CCCN(C(=O)Nc1ccc(F)cc1F)C2 (stereo unspecified) | -5 | 100*
CCOc1cc(C(=O)O)ccc1OC | -2&4 | .
NS(=O)(=O)c1ccc(C(=O)Nc2ccc(Nc3ccc(-n4cccn4)nn3)cc2)cc1 | -8 | 95*
Cc1ccc(C(=O)Nc2cccc(NC(=O)c3cccs3)c2)cc1C | -5 | 6
O=C(Nc1ccccc1Br)c1cnccn1 | 2 | 8
Cc1cc(CN(C)CC(=O)N2CCCC2)n[nH]1 | -8 | 3
Cc1ccc(C2C(C(=O)c3cccs3)=C(O)C(=O)N2CCN(C)C)cc1 (stereo unspecified) | -6 | -3
COc1ccc(CNC(=O)C2CN(S(=O)(=O)C3CC3)CC23CCCCC3)cc1 (stereo unspecified) | -1 | 7
O=c1ccc(-c2noc(-c3cccnc3)n2)c[nH]1 | 7 | -5
COc1ccc(C=CC(=O)c2ccccc2O)cc1 | 2 | 20
COc1cc(C(=O)O/N=C2\CCSc3ccccc32)cc(OC)c1OC | -1 | i
COc1ccc(C(=O)Nc2cc(S(=O)(=O)c3ccc(OC)cc3)c(O)c(C)c2C)cc1 | 0 | 18
CC(=O)Nc1ccc(C(=O)CSc2ncn[nH]2)cc1 | -8 | -10
NS(=O)(=O)c1ccc(NC(=O)C2CCN(C(=O)c3cccs3)CC2)cc1 | 0 | 4
C=CCNC(=O)C1CC(=O)N(c2cc(C)cc(C)c2)C1 (stereo unspecified) | -5 | -2
COc1ccc(O)c(CN2CCCCC2)c1 | 1 | 4
Cc1ccc(-c2csc(-c3c(-c4c(F)cccc4Cl)noc3C)n2)cc1 | -13 | .
O=C(Cn1ccc2ccccc21)NCCn1nc(-n2ccnc2)ccc1=O | -9 | -5
CC(C)C(=O)N(C)CC(=O)N1N=C(c2ccccc2F)CC1c1ccc(F)cc1 (stereo unspecified) | -2 | 14
CCCOc1ccc(/C=C2\C(=O)ON=C2C)cc1OCC | 1 | 85*
Cc1cc(C)c2oc(-c3cccc(N)c3C)nc2c1 | -2 | 29
Cc1ccccc1C(=O)Nc1nc2ccc(Cl)cc2s1 | 2 | 6
CCN(CC)CCNC(=O)c1cc([N+](=O)[O-])c(N(C)C)cc1OC | -7 | 0
COC(=O)c1ccc(CSc2nnc(-c3cn(C)nc3OC)n2C)cc1 | -6 | -14
O=C(c1c[nH]c2ccccc12)N1CCC2(CC1)NC(=O)N(Cc1ccc(Cl)cc1)C2=O | 1 | 90*
Cc1oc2cc(Br)c(OC(=O)C(C)(C)C)cc2c1C(=O)OC(C)C | -9 | -2
COc1ccc(S(=O)(=O)Nc2ccccc2Br)cc1OC | -6 | -5
CC(C)CNC(=O)c1ccc2c(c1)CCC(=O)N2C | -3 | -3
Cc1nc2nc(SCC(=O)N3CCC(C)CC3)nn2c(C)c1Cc1ccccc1Cl | 17 | 11
COc1ccc(-c2csc(Nc3ccccc3)[n+]2CC(O)c2ccc([N+](=O)[O-])cc2)cc1 (stereo unspecified) | 1 | 66*
O=C1CSC(c2ccccc2)N1c1ccccc1 (stereo unspecified) | -2 | 0
COc1ccc(N2C(=O)c3ccccc3NC2c2cccc(F)c2)cc1 (stereo unspecified) | 0 | 0
COC(=O)C1CN(Cc2ccc(C)cc2)CCS(=O)(=O)N1Cc1cn(Cc2ccc(C)cc2)nn1 (stereo unspecified) | -4 | 14
N#CCSC1=Nc2ccccc2C2=NC(CCC(=O)NCc3cccs3)C(=O)N12 (stereo unspecified) | -2 | 4
Cc1ccccc1C(=O)N1CCCN(C2CCN(Cc3ccccc3)C2=O)CC1 (stereo unspecified) | 7 | 42
Cc1nn(-c2ccc(C(=O)N3CCC4(CC3)OCCO4)cc2)c2c1C(=O)CC(C)(C)C2 | 0 | -6
O=C(NCCCO)C(=O)NC1CCCCCC1 | 1 | -4
CCc1ccc(S(=O)(=O)N2CCSC2c2ccc(Br)cc2)cc1 (stereo unspecified) | 3 | -8
CCOC(=O)C1=C(C)c2ccccc2OC1(C(=O)OCC)C(C)C (stereo unspecified) | -5 | -56
CN(CC(=O)N1CCOCC1)S(=O)(=O)c1ccc(Cl)cc1 | -3 | 0
c1n[nH]c(SCc2ccc(CSc3ncn[nH]3)cc2)n1 | -3&-10 | 1&-6
COc1ccc(-c2cc(N3CCN(C(=O)c4snnc4C)CC3)ncn2)cc1 | -2 | 4

Laid out differently: entries from further up.
SMILES,Pf apPOL block,mHTT-CaM PPI inh
NS(=O)(=O)c1ccc(NC(=O)C2CCN(C(=O)c3cccs3)CC2)cc1,0,4
C=CCNC(=O)C1CC(=O)N(c2cc(C)cc(C)c2)C1 (stereo unspecified),-5,-2
COc1ccc(O)c(CN2CCCCC2)c1,1,4
Cc1ccc(-c2csc(-c3c(-c4c(F)cccc4Cl)noc3C)n2)cc1,-13,.
O=C(Cn1ccc2ccccc21)NCCn1nc(-n2ccnc2)ccc1=O,-9,-5
CC(C)C(=O)N(C)CC(=O)N1N=C(c2ccccc2F)CC1c1ccc(F)cc1 (stereo unspecified),-2,14
CCCOc1ccc(/C=C2\C(=O)ON=C2C)cc1OCC,1,85*
Cc1cc(C)c2oc(-c3cccc(N)c3C)nc2c1,-2,29
Cc1ccccc1C(=O)Nc1nc2ccc(Cl)cc2s1,2,6
CCN(CC)CCNC(=O)c1cc([N+](=O)[O-])c(N(C)C)cc1OC,-7,0
COC(=O)c1ccc(CSc2nnc(-c3cn(C)nc3OC)n2C)cc1,-6,-14
O=C(c1c[nH]c2ccccc12)N1CCC2(CC1)NC(=O)N(Cc1ccc(Cl)cc1)C2=O,1,90*
Cc1oc2cc(Br)c(OC(=O)C(C)(C)C)cc2c1C(=O)OC(C)C,-9,-2
COc1ccc(S(=O)(=O)Nc2ccccc2Br)cc1OC,-6,-5
CC(C)CNC(=O)c1ccc2c(c1)CCC(=O)N2C,-3,-3
Cc1nc2nc(SCC(=O)N3CCC(C)CC3)nn2c(C)c1Cc1ccccc1Cl,17,11
COc1ccc(-c2csc(Nc3ccccc3)[n+]2CC(O)c2ccc([N+](=O)[O-])cc2)cc1 (stereo unspecified),1,66*
O=C1CSC(c2ccccc2)N1c1ccccc1 (stereo unspecified),-2,0
COc1ccc(N2C(=O)c3ccccc3NC2c2cccc(F)c2)cc1 (stereo unspecified),0,0
COC(=O)C1CN(Cc2ccc(C)cc2)CCS(=O)(=O)N1Cc1cn(Cc2ccc(C)cc2)nn1 (stereo unspecified),-4,14
N#CCSC1=Nc2ccccc2C2=NC(CCC(=O)NCc3cccs3)C(=O)N12 (stereo unspecified),-2,4
Cc1ccccc1C(=O)N1CCCN(C2CCN(Cc3ccccc3)C2=O)CC1 (stereo unspecified),7,42
Cc1nn(-c2ccc(C(=O)N3CCC4(CC3)OCCO4)cc2)c2c1C(=O)CC(C)(C)C2,0,-6
O=C(NCCCO)C(=O)NC1CCCCCC1,1,-4
CCc1ccc(S(=O)(=O)N2CCSC2c2ccc(Br)cc2)cc1 (stereo unspecified),3,-8
CCOC(=O)C1=C(C)c2ccccc2OC1(C(=O)OCC)C(C)C (stereo unspecified),-5,-56

Back to the main list, repeating the three entries before the break.
SMILES | Pf apPOL block | mHTT-CaM PPI inh
CN(CC(=O)N1CCOCC1)S(=O)(=O)c1ccc(Cl)cc1 | -3 | 0
c1n[nH]c(SCc2ccc(CSc3ncn[nH]3)cc2)n1 | -3&-10 | 1&-6
COc1ccc(-c2cc(N3CCN(C(=O)c4snnc4C)CC3)ncn2)cc1 | -2 | 4
CCN(CC)CCC(c1ccc2c(c1)OCO2)c1c(OC)cc(OC)c2c(-c3ccccc3)cc(=O)oc12 (stereo unspecified) | -17 | 101*
O=S(=O)(c1ccc(Cl)cc1)c1nc(-c2ccccc2Cl)oc1N1CCOCC1 | 3 | 6
O=C(CSCc1ccc(Cl)cc1Cl)Nc1ccc2c(c1)OCO2 | 4 | .
CC(=O)Cn1c(Br)nc2c1c(=O)n(C)c(=O)n2C | -2 | -5
O=C(CC1CCCCC1)NCC1CCCO1 (stereo unspecified) | -6 | -4
CSc1ccc(S(=O)(=O)NC2CCCCC2)cc1 | 1 | -6
COc1ccccc1N1CCN(c2ncc3c(n2)CCN(Cc2ccccc2C)C3)CC1 | -3 | -7
Cc1cc(C)n2nc(S(=O)(=O)N(C)Cc3ccccc3)nc2n1 | -1 | 5
Cc1cc(C(F)(F)F)nn1CC(=O)Nc1cc(Oc2cccnc2)cc([N+](=O)[O-])c1 | -13 | 10
CC(Sc1nc2ccccc2n1Cc1ccccc1)C(=O)O (stereo unspecified) | 8 | 7
CC(C)c1ccc(N(CC(=O)NCCSc2ccccn2)S(=O)(=O)c2ccccc2)cc1 | 12 | 3
Cc1ccc(C)c(N=Cc2c(O)[nH]c3ccccc23)c1 | 4 | 14
O=C(CSc1nc2[nH]ncc2c(=O)n1-c1ccccc1)Nc1ccc(Cl)cc1 | -7 | 17
C/C=C/c1ccc(OCCOc2ccc(C=O)cc2OC)c(OC)c1 | -10 | 3
FC(F)Oc1ccccc1C1C=C(c2ccc(Cl)cc2)Nc2nnnn21 (stereo unspecified) | -8 | -9
O=c1oc2cc3occ(-c4ccc5c(c4)OCO5)c3cc2c2ccccc12 | 6 | 18
O=C(c1cccs1)N1CCN(c2ccc3nnc(-c4ccco4)n3n2)CC1 | 1 | 56*
COc1ccc2cc(C(=O)Nc3cccc(C)c3)c(=Nc3ccc(C(=O)O)cc3)oc2c1 | -5 | 29
Cc1nc2c(c(N(C)CCc3ccccn3)n1)CCC2 | 11 | -1
CC(=O)c1ccc(NCN2C(=O)c3cccc([N+](=O)[O-])c3C2=O)cc1 | 1 | -2
COCCN1C(=O)c2ccccc2C(C(=O)NCCC2=CCCCC2)C1c1ccc(F)cc1 (stereo unspecified) | 4 | 15
CCCNC(=O)CC1CCN(C(=O)c2[nH]c(C)c(C)c2C)CC1 | 3 | -3
O=C(c1ccccc1)c1cc2c(cc1Br)OCCCO2 | -11&-10 | -9
Cc1c(C(=O)NC2CCCC(C)C2C)sc2ncn(Cc3cccc(F)c3)c(=O)c12 (stereo unspecified) | -3 | 0
CC(=O)Nc1nc(CC(C)C)cc(-c2cccc(Br)c2)c1C#N | 4 | 14
COc1ccc(OC)c(S(=O)(=O)N2CCOCC2)c1 | . | -6
CCc1ccccc1N(C)C(=O)c1nn(-c2cccc(OC)c2)c(=O)c2ccccc12 | -6 | 4
c1cc(-c2noc(C3CCCCN3)n2)ccn1 (stereo unspecified) | -6 | 5
CC(C)CC(F)Cc1cnc(=O)[nH]c1 (stereo unspecified) | -1 | .
O=C(COc1ccc(Br)cc1Cl)Nc1ccc([N+](=O)[O-])cc1 | -4 | -2
O=C(NC1CCCC1)C1CCCN(S(=O)(=O)c2ccc(Br)s2)C1 (stereo unspecified) | -2 | -6
O=C(O)c1ccc(NC(=O)c2cccs2)c(NC(=O)c2cccs2)c1 | 1 | 4
COc1cccc(-c2cc3ccc(O)c(CN4CCCCC4)c3oc2=O)c1 | -12 | -16
COc1cccc(/C=C2\N=C(c3ccccc3Cl)OC2=O)c1 | -4 | -1
CCN1CCN(C(=O)c2ncn(-c3ccc(C)cc3)n2)CC1 | -4 | 5
CCOc1ccc2nc(C(=O)N3CCCC(C)C3)sc2c1 (stereo unspecified) | 0 | -18
COCCNC(=O)C1COC2(CCCCC2)N1C(=O)c1cccc(Cl)c1 (stereo unspecified) | -3 | 1
CC(=O)C(C#N)=C(N=CN(C)C)SCc1c(Cl)cccc1Cl | -17 | .
COCCC1CCN(C(=O)CCc2cccc(OC)c2)CC1 | -1 | -6
Clc1ccc2sc(Oc3cccc(N4CCOCC4)c3)nc2c1 | -7 | .
COc1cccc2c1Oc1ccccc1N=C2N1CCCN(C(=O)CC(C)C)CC1 | -4 | 42
COc1cc2c(cc1OC)CN(Cc1ccc(C)o1)CC2 | 0 | -1
CC(C)(C)CC(=O)N1CC(C(=O)N2CCCC2)C(c2ccccc2)C1 (stereo unspecified) | 3 | 4
C#CCOCC1CCCN(C(=O)C2CC=CCC2)C1 (stereo unspecified) | -6 | 2
Cc1c(C(=O)Nc2cnc3ccccc3c2)sc2ncn(Cc3ccccc3F)c(=O)c12 | -16 | 48
